# Vif-A3F inh – inhibitors of Vif-A3F interaction | HeLa A3F-eYFP + Vif (tagged APOBEC3F with the HIV-1 protein that degrades it), YFP fluorescence increase | Potency, µM (titrated, usually from 46.1 µM), inactives show at the highest dose activity, negative = active | 390,000 tested, 0.2% active; further: potency means the concentration at half of the fitted maximal effect; % of control where 0% means no effect; nearly all actives have a fitted effect of over 65% in size
#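 Fluorescence increase (Ex 488/Em 500-530) after overnight compound treatment at 37 deg C flags inhibition of Vif-driven A3F-eYFP loss in stable HeLa A3F-eYFP/Vif cells seeded overnight beforehand.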
# ALOX12 inh – ALOX12 (human) lipoxygenase inhibition. P18054. purified 12hLO, xylenol orange hydroperoxide absorbance. Potency, µM (series often up to 108 µM), for inactives: at the highest dose activity change, negative = inhibition, usual class: inhibitors. 580,000 tested, 1.1% active. AID 1671190; further: potency means the concentration at half of the fitted maximal effect; on the % scale 0 is the no-effect control and ±100 the full control effect
#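 Purified human 12hLO (150 nM final) in 25 mM Hepes, 0.01% Triton X-100, pH 7.0 was preincubated 15 min at room temperature with compound. Then 40 uM arachidonic acid was added, 30 min. Hydroperoxide was read by Fe-XO absorbance ratio 573/405 nm.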
# Glioma ERSR ind – ER stress response induction in glioma; U87-MG GRP78 promoter luciferase reporter, 16 h; Potency, µM, for the others: top-dose activation, most hits filed as activators; 420,000 tested, 0.02% active; AID 602332; further: potency means the concentration at half of the fitted maximal effect; series mostly up to about 76 µM; % of control where 0% means no effect; nearly all actives have a fitted effect of over 35% in size
#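 Stably transfected U87-MG glioma cells carrying a GRP78-based luciferase sensor; 16 h compound incubation. Luminescence end-point read 10 min after Bright-Glo addition at room temperature.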
# LDHA block – inhibitors of human lactate dehydrogenase A | P00338 | purified LDHA, NADH/diaphorase-resazurin fluorescence; hits give low values | activity change, % (values are at about 110 or 230 µM) | 480,000 tested, 0.15% active; in the data active means activity change below about -30%; inconclusive means mostly about -25% to -30%;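 further: plate controls were DMSO wells for no effect and wells without enzyme for full effect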
#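 LDH5 2 nM; NADH 0.06 mM, pyruvate 0.2 mM; 200 mM Tris pH 7.4, EDTA, Tween-20; 5 min RT. Detection: diaphorase 0.133 mg/mL + resazurin 37 µM, fluorescence ex540/em590 at 0 and 20 min; normalized to enzyme-free and DMSO wells.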
# D2 antagonist – antagonizes the human D2 dopamine receptor. HEK293 TREx D2 cells, calcium flux, dopamine EC80. inhibition, % at 10 µM. 340,000 tested, 2% active. AID 485344; in the data active means inhibition above about 30%; further: 0% is about no effect
#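 Inhibition of EC80 dopamine-driven calcium flux, recorded kinetically, defines activity here; cells are a tetracycline-induced HEK293 T-REx line expressing force-coupled D2.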
# Vif-APOBEC3G blk – inhibitors of Vif-APOBEC3G interaction; 410,000 tested, 0.076% active; Potency, µM (series often up to 46.1 µM), for inactives: at the top dose activity, negative = active, hits mostly inhibitors; HeLa A3G-eYFP + Vif (tagged APOBEC3G with the HIV-1 protein that degrades it), YFP fluorescence, overnight;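 further: potency means the concentration at half of the fitted maximal effect; on the % scale 0 is the no-effect control and ±100 the full control effect; nearly all actives have a fitted effect of over 60% in size; hits raise eYFP signal because A3G escapes Vif-driven loss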
# Target sequence (Q9HC16 whole entry, looked up): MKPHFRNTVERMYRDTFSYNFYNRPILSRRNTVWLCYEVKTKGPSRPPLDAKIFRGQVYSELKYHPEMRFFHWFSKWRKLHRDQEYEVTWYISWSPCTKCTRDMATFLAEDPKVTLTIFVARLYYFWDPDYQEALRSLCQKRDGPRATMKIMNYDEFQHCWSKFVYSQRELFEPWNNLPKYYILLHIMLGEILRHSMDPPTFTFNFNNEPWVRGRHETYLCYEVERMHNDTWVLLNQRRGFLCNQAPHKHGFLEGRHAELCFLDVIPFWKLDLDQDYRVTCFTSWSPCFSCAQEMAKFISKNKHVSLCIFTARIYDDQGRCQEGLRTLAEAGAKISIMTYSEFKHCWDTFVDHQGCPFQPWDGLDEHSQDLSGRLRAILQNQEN
#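 HeLa cells stably expressing Vif and C-terminally eYFP-tagged A3G, seeded overnight at 37 deg C, then exposed to compound by pintool overnight at 37 deg C. Rise in yellow fluorescence (Ex 488/Em 500-530, Acumen) marks blocked Vif-driven A3G degradation.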
# D2 ag – agonists of human D2 dopamine receptor | 340,000 tested, 0.53% active | P14416 | HEK293 T-REx D2 cells, calcium flux agonist mode | activation, % at 2 µM | AID 485358;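 active means activation over 3 SD above normal in the single-dose calcium agonist read, cut at about 30% in these data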; further: 0% is about no effect
#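 Tetracycline-induced HEK293 Trex cells with D2 receptor force-coupled to calcium signaling, plated overnight at 30 C and loaded with no-wash calcium dye. Calcium flux read kinetically for 180 s after compound addition; responses flag agonists.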
# RGS4 inhibitor – blocks human RGS4-accelerated GTP hydrolysis | P49798 | Potency, µM (series often up to 114 µM), inactives show top-dose activity change, negative = inhibition, usual class: inhibitors | Transcreener GDP fluorescence polarization, RGS4-accelerated GTP hydrolysis | 390,000 tested, 0.039% active; further: potency means the concentration at half of the fitted maximal effect; on the % scale 0 is the no-effect control and ±100 the full control effect; nearly all actives have a fitted effect of over 75% in size; some results filed as inactive show a strong effect at the top dose
# Target sequence (P49798 whole entry, looked up): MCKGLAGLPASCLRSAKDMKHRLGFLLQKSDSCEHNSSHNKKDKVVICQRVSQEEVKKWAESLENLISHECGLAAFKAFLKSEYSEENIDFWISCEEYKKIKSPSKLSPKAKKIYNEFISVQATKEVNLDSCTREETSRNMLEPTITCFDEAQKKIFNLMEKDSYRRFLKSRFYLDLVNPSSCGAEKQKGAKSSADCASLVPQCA
#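 MLSMR compounds (23 nl, pin-transferred) preincubated 10 min at room temperature with a 500nM (2x) first reagent, then RGS4 at 900nM (2x) plus Transcreener GDP mix added; fluorescence polarization (620/688 nm) read before and after 90 min at 30 °C.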
# ERG-DNA inh – inhibitors of human ERG Ets domain-DNA interaction; Potency, µM (series often up to 76.9 µM), for the others: top-dose FP activity, negative = inhibition, hits mostly inhibitors; P11308; fluorescence polarization, His-ERG Ets domain / labelled DNA; 370,000 tested, 0.028% active; active means well fitted inhibition curve with a large enough effect in the polarisation, with a control signal flat; inconclusive means small, poorly fitted or top-dose-only effect, or effect the other way, or a change in a side signal; inactive means no such curve, though single readings can be large or run the other way; the % refers to the polarisation;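 further: polarization taken with two DNA probes labelled with fluorescein and Texas red; potency means the concentration at half of the fitted maximal effect; % of control where 0% means no effect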
# Target sequence (P11308 whole entry, looked up, the tested form may be a part): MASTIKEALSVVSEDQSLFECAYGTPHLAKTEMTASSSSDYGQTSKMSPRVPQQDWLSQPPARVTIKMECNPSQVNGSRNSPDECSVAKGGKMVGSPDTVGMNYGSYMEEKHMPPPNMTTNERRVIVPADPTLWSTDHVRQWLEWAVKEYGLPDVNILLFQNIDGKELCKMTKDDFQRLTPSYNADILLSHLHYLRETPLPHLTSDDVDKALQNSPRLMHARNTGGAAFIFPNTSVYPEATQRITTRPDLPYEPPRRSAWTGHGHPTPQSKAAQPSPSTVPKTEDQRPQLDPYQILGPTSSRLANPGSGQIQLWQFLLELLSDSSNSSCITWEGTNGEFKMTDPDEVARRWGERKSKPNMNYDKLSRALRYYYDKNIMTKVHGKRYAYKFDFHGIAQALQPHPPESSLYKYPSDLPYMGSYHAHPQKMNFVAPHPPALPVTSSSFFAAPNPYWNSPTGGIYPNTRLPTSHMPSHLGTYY
#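 His-tagged ERG Ets domain (1 uM in the protein solution; 300mM KCl, 50mM Tris-HCl, 1mM EDTA, 1mM DTT, pH 7.5) received compound, then a probe mix of 5 nM fluorescein-DNA and 100nM Texas-615-DNA. Fluorescence polarization was read for both dyes.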
# Starred values were filed as active, the others as inactive; u = inconclusive; x = no result given; & = joins results of further samples; [ ] = remark or other dose. Unless noted, the call rests on the fitted dose curve; in most records, active means well fitted curve in the direction sought with a large enough effect; inconclusive means small, poorly fitted or top-dose-only effect, or another doubt; inactive means no such curve, though single readings can be large; an effect the other way counts as inactive or inconclusive.
SMILES,Vif-A3F inh,ALOX12 inh,Glioma ERSR ind,LDHA block,D2 antagonist,Vif-APOBEC3G blk,D2 ag,RGS4 inhibitor,ERG-DNA inh
COc1ccc2nc3c(nc2c1)CCCC3,17%,7%,5%,-3,-11,-1%,-0.7,-1%,u
Cc1oc2c(CN3CCOCC3)c(O)ccc2c(=O)c1-c1ccc(Br)cc1,-7%,489%[activator],1%,-9,4,1%,-0.2,-4%,5%
Cc1cc(C)cc(N2C(=O)CC(n3ccnc3)C2=O)c1 (centres undefined),3%,0%,-1%,-3,6,2%,0.6,14%,-2%
COC(=O)c1ccccc1NC(=O)NN1CCN(C)CC1,0%,14%,-2%,-4,11,3%,0.2,2%,-2%
O=C1c2ccccc2NC(c2ccc(OCc3ccccc3)c(OCc3ccccc3)c2)N1Cc1ccco1 (centres undefined),x,x,0%,-6,x,-5%,x,-4%,x
COCC(=O)N(C)c1nnc(-c2cnc(C)cn2)s1,0%,-7%,-2%,-1,1,-6%,0.0,23%,-1%
Cc1cccc(NC(=O)N(Cc2cc3cc(C)ccc3[nH]c2=O)CC2COCCO2)c1 (centres undefined),-9%,12%,1%,-4,-2,-3%,-0.7,21%,-3%
S=c1[nH]nc(Cc2ccccc2)n1Cc1ccco1,0%,35µM*,-2%,3,2,0%,-0.4,-33%,3%
CCc1ccc(S(=O)(=O)Nc2ccc(-c3ccc(N4CCCCCC4)nn3)cc2)cc1,1%,-14%,u,-4,x,-3%,-0.3,-8%,-1%
O=C(COc1nsnc1N1CCOCC1)Nc1ccc(Cl)cc1,3%,-5%,-1%,-8,-20,-4%,0.3,5%,-8%
CCCCN(C(=O)COC(=O)c1nc2nccc(C)n2n1)C1CCS(=O)(=O)C1 (centres undefined),4%,5%,-2%,-1,14,3%,1.1,1%,-14%
COCc1cc(=O)[nH]c(=S)[nH]1,u,-22%,-4%,-7,0,-1%,0.6,2%,-6%
CN1CCC(N(C)S(=O)(=O)c2ccc(NC(=O)COc3ccc(Br)cc3Cl)cc2)CC1,4%,u,-11%,-6,17,u,1.6,14%,20%
COC(=O)c1cc(S(=O)(=O)NCc2ccccc2)c[nH]1,0%,11%,-1%,-2,-12,2%,0.4,-6%,15%
Cc1[nH][nH]c(=O)c1N=Nc1ccc(Cl)cc1,-3%,-9%,6%,0,4,-6%,-0.1,-19%,-1%
CCc1ccc(N(CC(=O)N2CCCCCC2)S(C)(=O)=O)cc1,20%,1%,2%,-5,-1,-4%,0.1,8%,-10%
O=C(NCCN1CCN(C(=O)c2ccc([N+](=O)[O-])cc2)CC1)C(=O)NCc1ccccc1,0%,-4%,-1%,1,-8,-1%,2.3,-4%,-7%
O=C(N/N=C/c1cn[nH]c1-c1ccc(F)cc1)c1ccncc1,3%,-3%,-2%,-6,-9,-5%,-0.4,-6%,1%
O=C(NCCc1ccc(Cl)cc1)c1nnc(Cc2ccc(Cl)cc2)o1,-6%,14%[57.4 µM],-5%,-14,-6,0%,-0.8,19%,-5%
COc1ccc(C(=O)NNC2=NC(C)(C)Cc3cc(C)c(C)cc32)cc1,0%,0%,0%,-12,-14,1%,-0.3,11%,1%
CC(=O)N1CCCc2cc(S(=O)(=O)N3CCCC(C(=O)Nc4ccc(F)cc4F)C3)ccc21 (centres undefined),3%,-13%,-4%,-9,x,5%,-1.4,1%,2%
O=C1/C(=C\c2ccc(Cl)cc2)CCC1CNc1ccc(Cl)cc1 (centres undefined),-15%,u,2%,-1,x,-2%,x,-105%,x
Cc1csc(OCc2ccc(C#N)cc2)n1,-8%,-20%,-5%,-5,-5,0%,0.8,-1%,3%
CCSc1ccc(-c2nn(-c3ccccc3)cc2/C=C(/C#N)C(=O)NCCCOC)cc1,-4%,-4%,-1%,-1,x,-8%,x,1%,-2%
CCC1(CC)NC(=O)N(CC(=O)OCC(=O)Nc2ccccc2OC(F)F)C1=O,-5%,365%[activator],-6%,-7,-20,0%,0.0,-14%,2%
SMILES,Vif-A3F inh,ALOX12 inh,Glioma ERSR ind,LDHA block,D2 antagonist,Vif-APOBEC3G blk,D2 ag,RGS4 inhibitor,ERG-DNA inh
O=C(CSCc1ccc(Cl)cc1)Nc1ccc(O)cc1C(=O)O,10%,6.3µM*,-3%,-5,20,1%,1.2,15%,-2%
Cc1c(NC(=S)NC(=O)c2cccc([N+](=O)[O-])c2)c(=O)n(-c2ccccc2)n1C,-23%,2%,-1%,-5,10,0%,1.5,12%,-11%
O=C(c1ccc2snnc2c1)N1CCSCC1,-15%,-1%,-4%,-1,-3,2%,-0.2,-19%,-5%
COc1ccc(CCn2c(=N)c(C(=O)NC3CCCCC3)cc3c(=O)n4ccccc4nc32)cc1,u,4%,1%,-2,18,-6%,-1.0,-27%,-15%
CS(=O)(=O)N1CCCC(C(=O)NCc2cccs2)C1 (centres undefined),0%,-34%,1%,-4,-4,-1%,-0.3,-5%,0%
CCc1nc2c(OCCOc3ccc(F)cc3)cccn2c1N(C)C(=O)c1ccco1,x,-11%,0%,1,x,-11%,x,x,x
O=C(NCc1ccc(Cl)cc1)C1CCN(S(=O)(=O)c2cccc3nonc23)CC1,u,0%&-16%,-1%&-1%,-17&-2,1,-3%&1%,-1.1&0.7,0%&14%,-9%&1%
CN1C(C(=O)NCc2cccc(Br)c2)CC2Cn3c(nc4ccccc43)C21 (centres undefined),2%,-9%,-3%,-2,x,-4%,x,-9%,-1%
O=C(C(Cc1ccccc1)n1cccc1)N1CCN(c2ccccc2)CC1 (centres undefined),-2%,9%,-4%,3,12,1%,-0.5,-21%,12%
COc1ccc2[nH]cc(CCn3ccc(O)c(C/C=C/c4ccccc4)c3=O)c2c1,-3%,-1%,-5%,-2,7,-2%,-0.5,19%,-13%
O=C(COC(=O)CNC(=O)c1ccccc1Cl)Nc1ncc(C(F)(F)F)cc1Cl,-3%,5%,-4%,0,6,2%,0.7,-24%,x
CN(CC(O)COCc1cccs1)C1CCCCC1 (centres undefined),-7%,0%,2%,-4,-3,-3%,0.0,-17%,-6%
COc1ccc(C(C)(C)C)cc1NC(=O)CCNC(=O)c1ccco1,13%,-6%,-2%,1,-7,-1%,-1.6,23%,-6%
COC(=O)c1ccc(C(=O)OC)c(NC(=O)COC(=O)C23CC4CC(CC(O)(C4)C2)C3)c1,3%,9%,-7%,-1,x,-3%,x,-31%,-3%
CC(C)CC(c1nnnn1C(C)C)N1CCN(C(=O)c2ccco2)CC1 (centres undefined),2%,u,-8%,-7,-11,0%,0.1,-12%,-3%
COc1ccc(NS(=O)(=O)c2ccc3[nH]c4c(c3c2)CCCC4)cc1OC,-5%,u,-2%,8,x,-5%,-0.6,-23%,-3%
CCOC(=O)C1(C)CCN1C(=O)c1ccc(C)cc1 (centres undefined),x,-12%,5%,0,x,3%,x,x,x
Cc1c(N(C)C(=O)C2CCCN2S(=O)(=O)c2ccccc2)c(=O)n(-c2ccccc2)n1C (centres undefined),1%,4%[57.4 µM],-2%,1,-3,0%,-0.7,12%,x
O=C1c2ccccc2NC(c2ccc(Br)s2)N1O (centres undefined),4%,-33%,-1%,-2,x,1%,x,27%,-4%
Cc1nc2ccccc2c(C)c1CC(=O)N(C)CC(=O)Nc1cccc(F)c1,-4%,7%,0%,-8,-9,2%,0.2,10%,0%
CC(C)C(NC(=O)c1ccc(C(C)(C)C)cc1)C(=O)NC1=NCCS1 (centres undefined),-15%,-4%,0%,-4,2,-1%,0.4,6%,2%
CCCCCS(=O)(=O)c1oc(-c2cccs2)nc1S(=O)(=O)c1ccc(C)cc1,0%,u,-11%,-4,x,u,4.0,-7%,-1%
Cc1nn(Cc2ccc(Cl)cc2)c(C)c1NC(=O)c1noc2c1CCc1ccccc1-2,1%&-1%,u,-3%&-3%,-6&0,-3,3%&-5%,0.9&-0.4,18%&-1%,1%&11%
O=C(NC(Cc1ccccc1)C(=O)O)C1CCCCC1 (centres undefined),4%,0%,-2%,0,-5,-2%,0.8,1%,-6%
CCOc1cc(NC(=O)C2CC2)c(OCC)cc1NC(=O)c1cc(OC)c(OC)c(OC)c1,-7%,-2%,-3%,21,0,3%,-0.6,3%,4%
SMILES,Vif-A3F inh,ALOX12 inh,Glioma ERSR ind,LDHA block,D2 antagonist,Vif-APOBEC3G blk,D2 ag,RGS4 inhibitor,ERG-DNA inh
Cc1cc(C(=O)CN(Cc2ccc(F)cc2)S(=O)(=O)c2ccc3c(c2)OCCO3)c(C)n1C,-4%,0%,-2%,0,0,4%,0.5,-7%,4%
N/C(=N\OC(=O)Cc1cccs1)c1ccc([N+](=O)[O-])cc1,-2%,-20%,5%,-4,5,-6%,-2.0,23%,18%
CN1C(=O)c2ccccc2Sc2ccc(NC(=O)NCc3ccc(Cl)cc3)cc21,6%,-22%,-4%,-2,x,4%,-1.5,12%,-4%
Cc1ccc(S(=O)(=O)N(C)c2c(C)ccc(S(N)(=O)=O)c2C)cc1,6%,-13%,-3%,-8,-12,-2%,-2.0,-5%,-3%
C=CCOC(=O)c1ccc(N2CCN(c3ccccc3)CC2)nc1,0%,u,-3%,-4,-18,0%,0.7,31%[56.9 µM],-7%
Nc1nonc1-c1nc2ccccc2n1Cc1ccc(F)cc1,-6%,u,4%,-2,18,u,2.1,3%,-5%
OC(Cc1cccc(C=NN2CCOCC2)n1)(C(F)(F)F)C(F)(F)F,-7%,-8%,-1%,-2,x,-6%,x,x,x
COc1ccc(-c2noc(C(C)NS(=O)(=O)c3ccc(NC(C)=O)cc3)n2)cc1 (centres undefined),0%,-6%,-6%,-2,4,2%,0.1,-3%,-11%

# Screening results as filed in PubChem BioAssay.

# Only part of the results is shown (hit frequency here may not be typical).
